S3 lipid droplet = qHTS Assay for Lipid Storage Modulators in Drosophila S3 Cells; Drosophila S3 cells, BODIPY lipid droplet fluorescence, 18-24 h; cells fed with added oleic acid; lipid storage change, negative = inhibition, % at the top dose, mostly 46.1 µM; hits show Potency in µM; hit rate 0.64% among 320,000; AID 2685; active = well fitted inhibition curve with a large enough effect in the signal ratio, with a control signal flat, not every such curve was filed as active; inconclusive = small, poorly fitted or top-dose-only effect, or effect the other way, or a change in a side signal; the % refers to the signal ratio
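Drosophila S3 cells got compounds at several concentrations plus oleic acid (400 uM solution). Laser-scanning cytometry with 488 nm excitation read lipid droplets at 500-530 nm and cells at 575-640 nm. Percent activity was relative to 20 uM Triacsin C.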
S3 lipid droplet cell count max = second read-out of S3 lipid droplet, no call of its own (marks repeat the call); cell number change, %; measured here: cell count max response;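 cells counted by Cell Tracker Red CMTPX staining in the red channel; peak over a dose series mostly up to 46.1 µM; percent activity relative to internal control wells on each plate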
An asterisk follows results filed as active; i = inactive; ? = inconclusive; / = not tested or not shown. % is scaled to controls: 0 for no effect and ±100 for the full control effect; potency is read from the fitted curve at half-maximal effect.

Each structure is followed by: S3 lipid droplet | S3 lipid droplet cell count max
CN(Cc1ccccc1F)C(=O)c1ccc(NS(=O)(=O)c2ccc3[nH]c(=O)[nH]c3c2)cc1
 : 11% | -8
CC1CCCCN1CCCNC(=O)c1ccc(N2CCCC2=O)cc1 (stereo not given)
 : -30% | 13
COC(=O)C(/C=N/OCc1ccc([N+](=O)[O-])cc1)NC(=O)c1ccccc1 (stereo not given)
 : i | 24
Cc1ccc(C2=NN(CCC(=O)NCCCN3CCOCC3)C(=O)CC2)cc1
 : i | -3
CN(C)CCCN(C(=O)C1COc2ccccc2O1)c1nc2cc3c(cc2s1)OCO3 (stereo not given)
 : ? | /
CN(CC(=O)Nc1sccc1C#N)S(=O)(=O)c1ccc(F)cc1
 : ? | /
CCN(CC)CCCOc1nc(C)nc2c1oc1ccccc12
 : ? | /
CCCCN1C(=O)NC(NC(C)=O)(C(F)(F)F)C1=O (stereo not given)
 : 8% | -6
Nc1ccc2nc(CCCCc3nc4ccccc4[nH]3)[nH]c2c1
 : i | /
O=C(c1cc(-c2ccncc2)nc2ccccc12)N1CCN(c2ccccn2)CC1
 : ? | /
COCCNC(=O)COC(=O)CSCc1nc2ccccc2s1
 : ? | /
Cc1ccc(-c2nc(-c3ccncc3)no2)cc1C
 : ? | /
CCC(C)[C@H](NC(=O)N1CC(=O)Nc2ccccc21)C(=O)N[C@@H](Cc1c[nH]c2ccccc12)C(=O)O (stereo not given in full)
 : ? | /
COc1ccc(C(=O)N/C(=C/c2cccnc2)C(=O)NCc2ccco2)cc1OC
 : 9% | 14
CCOc1cc(S(=O)(=O)NCc2ccncc2)ccc1Cl
 : ? | /

Among those listed so far, these contain fluorine.
Each structure is followed by: S3 lipid droplet | S3 lipid droplet cell count max
CN(Cc1ccccc1F)C(=O)c1ccc(NS(=O)(=O)c2ccc3[nH]c(=O)[nH]c3c2)cc1
 : 11% | -8
CN(CC(=O)Nc1sccc1C#N)S(=O)(=O)c1ccc(F)cc1
 : ? | /
CCCCN1C(=O)NC(NC(C)=O)(C(F)(F)F)C1=O (stereo not given)
 : 8% | -6

Carrying on:
Each structure is followed by: S3 lipid droplet | S3 lipid droplet cell count max
N#Cc1ccc(C2N=C(c3ccccc3)NO2)cc1 (stereo not given)
 : ? | /
CCCCn1c(SCc2nc(N)nc(N3CCCCC3)n2)nc2c1c(=O)n(C)c(=O)n2C
 : 20% | 4
COc1ccc(N2C(=O)CCC(C(=O)N(C)CCc3ccccn3)C2c2ccc(OC)c(OC)c2)cc1 (stereo not given)
 : 1% | 19
CCOP(=O)(c1ccccc1)c1nc(-c2ccccc2C)oc1NCc1ccccc1 (stereo not given)
 : 0% | 2
O=C(c1ccc(Cl)s1)N1CCN(c2ncccn2)CC1
 : 2% | 9
C=CCN=C(C)C1=C(O)CCC1=O
 : ? | /
CC(=O)CCC(=O)c1ccc2ccccc2c1
 : ? | /
O=C(CCc1c[nH]c2ccccc12)NCCOc1ccccc1
 : i | 6
CN(Cc1cc(-c2ccccc2)on1)C(=O)c1cc(COc2c(F)cccc2F)on1
 : 12% | 9
Cc1ccc(C)c(NC(=O)CN(C)C(=O)c2ccc(-n3cncn3)c([N+](=O)[O-])c2)c1
 : i | 6
COc1ccc(OC)c(NC(=O)Nc2ccc3c(c2)OCO3)c1
 : ? | /
COCc1cc(=O)n2c(-c3ccc(C)cc3)n[nH]c2n1
 : 7% | -11
CC1CCCCN1C(=O)Cn1cc(C=O)c2ccccc21 (stereo not given)
 : ? | /
COc1ccc(NC(=O)C2CCCN2C(=O)NCc2ccccc2)cc1OC (stereo not given)
 : 2% | 2
O=C(CN1CCSC1=O)N1CCN(S(=O)(=O)c2ccccc2)CC1
 : 11% | -8

Additional records follow:
Each structure is followed by: S3 lipid droplet | S3 lipid droplet cell count max
Cc1ccc(S(=O)(=O)N2CCOC23CCN(C(=O)c2ccccc2Br)CC3)cc1
 : ? | /
O=C(O)c1sccc1SCc1ccc(Cl)cc1Cl
 : 31% | 10
CC(=O)Nc1ccc(S(=O)(=O)CCC(=O)O)cc1
 : -1% | -6
CCOc1ccc(Cl)cc1S(=O)(=O)n1cnc2ccccc21
 : ? | /
CC1C(=O)Nc2ccc(S(=O)(=O)N3CCc4ccccc4C3)cc2NC1=O (stereo not given)
 : ? | /
CCn1c2ccccc2c2nnc(SCC(=O)c3c(N)n(C)c(=O)n(C)c3=O)nc21
 : 13% | 10
O=C(Nc1cc(C(F)(F)F)ccc1N1CCOCC1)C1=NN(c2ccccc2)C(=O)CC1
 : ? | /
CC(C)(C)c1nc2ccc([N+](=O)[O-])cc2[nH]1
 : ? | /
Cc1n[nH]c(C)c1CCc1nc2c3ccccc3nc(SCC(=O)Nc3ccccc3F)n2n1
 : ? | /
COc1ccc(-c2nc(-c3ccccn3)nc(N3CCN(C)CC3)c2C#N)cc1
 : ? | /
COc1ccc(CCNC(=O)C2CCCN2C(=O)Nc2cccc(OC)c2)cc1 (stereo not given)
 : -10% | -24
Cc1ccc(NC(=O)N2CCN(Cc3ccc4c(c3)OCO4)CC2)cc1
 : ? | /
Cn1c(SCC(=O)Nc2ccc(C(N)=O)cc2)nc2c(c1=O)SCC2
 : -3% | -1
COc1ccc(CC(=O)OCC(=O)N(C)C2CCS(=O)(=O)C2)cc1OC (stereo not given)
 : ? | /
CC(C)C(=O)N1CCN(c2ccc([N+](=O)[O-])c(NC(C)c3ccccc3)c2)CC1 (stereo not given)
 : -18% | -9

The listing continues.
Each structure is followed by: S3 lipid droplet | S3 lipid droplet cell count max
O=C(NC1CCN(Cc2ccccc2)CC1)c1cccc(S(=O)(=O)Nc2ccc(F)cc2)c1
 : ? | /
COC(=O)c1cc(S(=O)(=O)N2CCCC2)c(Cl)cc1Cl
 : ? | /
NS(=O)(=O)c1ccc(NC(=S)Nc2ccc(F)c(F)c2)cc1
 : -2% | -9
CC(=O)Nc1ccc(-c2ccnc(-c3ccc(NC(C)=O)cc3)n2)cc1
 : 5% | 16
CCOc1ccccc1NC(=O)CSc1nnc(Cc2ccc(OC)cc2)c(=O)n1N
 : ? | /
Cc1ccc([C@@H]2[C@@H]3C(=O)N(C)C(=O)[C@@H]3[C@]3(Cc4ccccc4)C(=O)N(CCO)CC(=O)N23)o1
 : ? | /
Cc1ccc(OCc2cc(C(=O)NCCc3cccnc3)no2)cc1C
 : ? | /
C=CCNC(=O)c1c(Br)cnn1-c1ccc(C)cc1
 : 20% | 3
COc1cc(Cl)c(C)cc1NC(=O)CSCC#N
 : 8% | 1
CCCCCCCCCCC[C@@H](C[C@@H]1OC(=O)[C@H]1CCCCCC)OC(=O)[C@H](CC(C)C)NC=O
 : 6% | 24
O=C(CNC(=O)OCc1ccccc1)NC1CCCCNC1=O (stereo not given)
 : i | /
CC(CN1CCN(C/C=C/c2ccccc2)CC1)c1ccccc1 (stereo not given)
 : i | 18
COc1ccc(CN(CC(=O)NC2CCCC2)C(=O)c2csnn2)cc1
 : ? | /
Brc1cnc(N2CCCC2)nc1N1CCCCC1
 : ? | /
Cc1cc(C)n2nc(C(=O)OCC(=O)c3c[nH]c4ccccc34)nc2n1
 : ? | /

Next section.
Each structure is followed by: S3 lipid droplet | S3 lipid droplet cell count max
CCOc1ccc2nc(SC3CC(=O)N(c4ccc(OC)cc4OC)C3=O)sc2c1 (stereo not given)
 : ? | /
Cc1cccc(N2CCN(C(=O)c3cc(=O)[nH]c4ccccc34)CC2)c1C
 : ? | /
COc1ccc(S(=O)(=O)NC2(C(F)(F)F)NC(=O)N(CCc3ccccc3)C2=O)cc1 (stereo not given)
 : ? | /
CCCc1cc(C(=O)Nc2ccc(C(=O)c3ccc(C)cc3)cc2)n(C)n1
 : -7% | 7
CCOC(=O)c1c(Nc2nc(C)c(C(=O)NC)s2)sc(C)c1C
 : ? | /
N#Cc1c(N)c(C(=O)c2ccccc2)n2c1CCC2
 : ? | /
O=C(CCc1ccc(S(=O)(=O)NCCc2ccccc2)cc1)NCc1ccco1
 : -5% | /
NNC(=O)c1cccc(COc2cccc(Br)c2)c1
 : -5% | -12
COc1cccc(OC)c1C(=O)NC(C)C12CC3CC(CC(C3)C1)C2 (stereo not given)
 : 0% | -14
Cn1c(SCC(=O)Nc2cccc(F)c2)nc2c(c1=O)SCC2
 : ? | /
C=CCNCCOc1cccc(Br)c1
 : ? | /
CCOC(=O)c1cc(-c2ccc(Cl)cc2)nc2c1c(C)nn2CCC#N
 : ? | /
CCc1nnc(NC(=O)c2ccc(S(=O)(=O)N3CCCCC3C)cc2)s1 (stereo not given)
 : ? | /
COc1cccc(NS(=O)(=O)c2ccc3c(c2)NC(=O)C(C)S3)c1 (stereo not given)
 : i | /
CCOc1ccc(NC(=O)CSc2nnnn2-c2ccc(C(N)=O)cc2)cc1
 : -7% | 30

Next entries follow:
Each structure is followed by: S3 lipid droplet | S3 lipid droplet cell count max
O=C(Nc1cccc(-c2nn[nH]n2)c1)c1cccs1
 : -10% | 11
COCC(=O)N/N=C(\C)CC(=O)NCc1ccco1
 : 0% | 13
Cc1ccccc1Cn1c2ccccc2c2cnn(CC(=O)NCc3ccccn3)c(=O)c21
 : ? | /
CC1CCCN(C(=O)Cn2c(=O)oc3ccccc32)C1 (stereo not given)
 : ? | /
Cc1ccc2nc(NC(=O)c3ccco3)sc2c1
 : ? | /
CO/C([O-])=N/c1c[n+](-c2ccc(Cl)cc2)no1
 : -5% | 2
Oc1ccc(C(=S)N2CCCCC2)cc1Cl
 : ? | /
Cc1ccc2nc(C3CCCCC3)[nH]c2c1
 : ? | /
CCc1ccc(N2CN=c3s/c(=C\c4ccccc4)c(=O)n3C2)cc1
 : 1% | 10
O=S(=O)(/C=C/c1ccccc1)NC1CCCCCCC1
 : 14% | 25
CCCCC(c1nnnn1CC1CCCO1)N1CCN(c2ccccc2)CC1 (stereo not given)
 : ? | /
COc1ccc(Nc2nc(C)cc(C)c2C(N)=O)c(OC)c1
 : i | /
CCC1CN(C(=O)NCc2cccc(OC)c2)c2ccccc2O1 (stereo not given)
 : ? | /
COc1ccccc1-c1ccc(Nc2cccc(C(F)(F)F)c2)nn1
 : ? | /
Cn1c(N)c(C(=O)COC(=O)COc2ccccc2Cl)c(=O)n(C)c1=O
 : ? | /

Ordered by the number under S3 lipid droplet (highest first): 3 of the compounds above
SMILES | S3 lipid droplet
O=S(=O)(/C=C/c1ccccc1)NC1CCCCCCC1 | 14%
COCC(=O)N/N=C(\C)CC(=O)NCc1ccco1 | 0%
CO/C([O-])=N/c1c[n+](-c2ccc(Cl)cc2)no1 | -5%

(continued)
Each structure is followed by: S3 lipid droplet | S3 lipid droplet cell count max
CN(C)S(=O)(=O)c1ccc(N2CCCC2)c(C(=O)OCC(=O)N2CCN(c3ccccc3)CC2)c1
 : 25% | /
CCc1nc(SCC(=O)NCc2ccc(F)cc2)c2c(=O)n(C)c(=O)n(C)c2n1
 : ? | /
Cc1cc(C)cc(C(=O)NCC(=O)NNC(=O)CSc2ccccc2F)c1
 : ? | /
CC(=O)c1c(C)[nH]c(C(=O)CSc2nnc(-c3ccc(Cl)cc3)n2CC2CCCO2)c1C (stereo not given)
 : ? | /
Cn1nnc2sc3c(c2c1=O)CCCC3
 : ? | /
O=C(Cn1c(C(F)(F)F)nc2ccccc21)N=Nc1c(O)[nH]c2ccc(Br)cc12
 : i | /
Cc1nc(NC(=O)CSc2nnnn2Cc2ccccc2)sc1C
 : ? | /
Cc1cc(/C=N/n2cnnc2)c(C)n1-c1ccc(C(=O)O)cc1
 : ? | /
O=c1[nH]nc(Cc2ncc(C(F)(F)F)cc2Cl)c2ccccc12
 : 6% | /
CCOc1ccc(NC(=O)CCSc2nnc(C)s2)cc1
 : -4% | 4
CCOC(=O)c1cnc2c(c(C)nn2C)c1Oc1ccc(OC)cc1
 : 13% | 4
CN(C)S(=O)(=O)c1ccc(NCC2COc3ccccc3O2)c([N+](=O)[O-])c1 (stereo not given)
 : ? | /
NC(=O)c1ccc(Nc2nnc(-c3ccc(O)cc3)c3ccccc23)cc1
 : -9% | 5
Cc1nnc(SCC(=O)NCc2ccccc2)s1
 : 2% | 0
CCCc1nnc(NC(=O)CN2C(=O)c3ccccc3S2(=O)=O)s1
 : ? | /

Next part:
Each structure is followed by: S3 lipid droplet | S3 lipid droplet cell count max
COC(=O)c1ccccc1C(=O)N1CCCC(CNC(=O)c2ccc(F)cc2)C1 (stereo not given)
 : ? | /
CCOC(=O)N1CCN(c2cc(NCCO)c([N+](=O)[O-])c3nonc23)CC1
 : ? | /
Cc1cccc([C@@H]2[C@@H]3C(=O)N(Cc4ccccc4)C(=O)[C@@H]3[C@]3(Cc4ccc(Cl)cc4)C(=O)N(c4ccccc4)C(=O)N23)c1
 : -28% | -6
COc1cc(NC(=O)C2CCCN2S(=O)(=O)c2ccc3c(c2)CCC(=O)N3)cc(OC)c1 (stereo not given)
 : ? | /
O=c1oc(-c2ccc([N+](=O)[O-])cc2)nc2ccccc12
 : ? | /
CN(C)c1nc(Oc2ccc(=O)n(C)n2)nc(N2CCOCC2)n1
 : ? | /
CCc1ccc(-n2c(=S)sc3c(=O)n(-c4ccccc4)c(SCC(=O)O)nc32)cc1
 : ? | /
CCOC(=O)c1nnn(CC(=O)N2N=C(c3ccc(Cl)cc3)CC2c2ccccc2)c1C(=O)OCC (stereo not given)
 : 3% | -5
CCOC(=O)c1c(NC(=O)c2ccc(Cl)cc2)csc1C
 : 16% | 5
COc1ccccc1N1CC=C(c2cccc([N+](=O)[O-])c2)NC1=O
 : -1% | 6
CC(=O)NCCC(=O)Nc1cc(S(=O)(=O)Nc2ccc(Cl)cc2)ccc1N1CCCC1
 : ? | /
O=C(CSc1nc2ccccc2nc1N1CCOCC1)Nc1ccccc1F
 : ? | /
COCCCN1C(=O)/C(=C\c2cccs2)C(C(=O)OC)=C1C
 : ? | /

Screening results: PubChem BioAssay, National Center for Advancing Translational Sciences (NCATS)

An excerpt (hit frequency here may not be typical).
